Source: PubChem
mcGAS MS inh = mouse cGAS inhibition by mass spec; AID 1259397; Q8C6L5; recombinant mouse cGAS, cGAMP by RapidFire MS; inhibition, % at 12.5 µM; 130,000 tested, 0.18% active;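 active = inhibition of cGAS enzyme activity at or above 60%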;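 also: enzyme stimulated by 45 bp dsDNA with ATP and GTP substrates; cGAMP share of summed cGAMP plus half ATP and half GTP signals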
Target sequence (Q8C6L5 whole entry, looked up): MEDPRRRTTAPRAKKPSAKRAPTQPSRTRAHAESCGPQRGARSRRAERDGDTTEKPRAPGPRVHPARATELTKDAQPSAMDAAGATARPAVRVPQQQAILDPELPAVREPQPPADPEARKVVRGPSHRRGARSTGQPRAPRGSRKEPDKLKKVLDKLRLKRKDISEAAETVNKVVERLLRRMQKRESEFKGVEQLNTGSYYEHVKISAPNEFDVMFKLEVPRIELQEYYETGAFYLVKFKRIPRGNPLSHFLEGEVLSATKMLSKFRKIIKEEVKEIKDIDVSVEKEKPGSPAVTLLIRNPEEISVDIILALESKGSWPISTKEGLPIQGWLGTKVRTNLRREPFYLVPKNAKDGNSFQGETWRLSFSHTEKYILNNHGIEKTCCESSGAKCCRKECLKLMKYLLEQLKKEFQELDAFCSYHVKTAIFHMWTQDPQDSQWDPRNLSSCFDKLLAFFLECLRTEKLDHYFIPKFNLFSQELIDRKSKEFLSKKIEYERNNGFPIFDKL
* = called active by the depositor; & = joins results of further samples. These rows are one share of the data; count on the stated rates, not on these rows.

SMILES	mcGAS MS inh
O=C(c1cccs1)N1N=C2CCCCC2C1(O)C(F)(F)F (configuration not stated)	5
CCN(C)S(=O)(=O)NCC1CCN(Cc2ccccc2F)C1 (configuration not stated)	-19
CN1CCC2(CC1)Oc1ccccc1C1CC(c3ccccc3)=NN12 (configuration not stated)	-1
CC(C)(CO)Nc1nc(Cl)nc(NC2CCCCC2)n1	-10
COc1ccc(NC2CCCN(C(=O)c3cc(=O)c4ccccc4[nH]3)C2)cc1 (configuration not stated)	-27
Cc1nc(CCN)cc(N2CCS(=O)(=O)CC2)n1	-9
COc1ccc(C(=O)N2CCCC2)c(OC2CCN(C(=O)C3CCCO3)CC2)c1 (configuration not stated)	-10
Cc1nn(C)c(C)c1NC(=O)Cc1ccc2c(c1)CCC2	1
O=C1CC(C(=O)N2CCCC2c2ccncc2)CN1c1cccc(Br)c1 (configuration not stated)	5
Cc1cc2c(SCC(=O)N3CCc4c(nc[nH]c4=O)C3)ncnc2s1	-9

Among those listed so far, two have a thiophene ring, fused or not:
SMILES	mcGAS MS inh
O=C(c1cccs1)N1N=C2CCCCC2C1(O)C(F)(F)F (configuration not stated)	5
Cc1cc2c(SCC(=O)N3CCc4c(nc[nH]c4=O)C3)ncnc2s1	-9

Additional records.
SMILES	mcGAS MS inh
NC(=O)CCc1nnc(SCc2ccc(F)cc2Cl)n1C1CC1	-8
CCOC(=O)N1CCN(c2cc(C(C)C)nc(C)n2)CC1	-18
CS(=O)(=O)N1CCCc2cc(C(=O)NCc3ccc(CN4CCCC4)cc3)ccc21	-11
Cc1ccc(CNC(=O)Nc2ccc3c(c2)CCO3)cc1F	0
O=C(Cn1c(CO)cnc1SCc1ccccc1F)NC1CC1	-6
COc1cc(/C=C2/SC(=S)N(CC(=O)O)C2=O)ccc1OCc1ccccc1[N+](=O)[O-]	-3
N#CC(=Cc1cn(-c2ccccc2)nc1-c1cc2ccccc2o1)C(N)=S	-4
Cc1ccc(OC(C)C(=O)NN2C(=O)C3C4CCC(O4)C3C2=O)cc1C (configuration not stated)	-4
CC(C)C(NC(=O)CC1(C(=O)O)CCCC1)c1ccc(F)cc1 (configuration not stated)	-8
CC(C(=O)N(C)CCC(C)(C)O)N1CCCC1 (configuration not stated)	2
CCCc1noc(CN2CCc3[nH]cnc3C2c2ccccn2)n1 (configuration not stated)	3
CCn1ncnc1CN(Cc1ccncc1)Cc1ccc(F)cc1	-11
CCOC(=O)N1CCN(c2nc(C)c3c(n2)CC(C)CC3=O)CC1 (configuration not stated)	3
CNc1ccnc(N2CCN(CCc3ccccc3)CC2)n1	-24
N#Cc1cnc2ccc(OC(F)F)cc2c1N1CCc2sccc2C1	-4
Cc1nc(SCCn2c(C)csc2=O)c(C(N)=O)c(C)c1C	-15
Cc1ccn2c(C(=O)NCCn3c(C)cc(C)nc3=O)c(C)nc2c1	-3
C/C=C(\C)CN1CCC(CCC(=O)Nc2ccc3c(c2)OCCO3)CC1	-7
CCNC(=O)c1ccc(C)c(NCCCc2ccccc2)c1	2
Cc1nc(NC(=O)CCN2C(=O)CCC2=O)nc2c1CCCC2	-1
CN(CCCc1cc(-c2ccc(F)cc2)n[nH]1)C(=O)C1=NN(c2ccccc2)C(C(N)=O)C1 (configuration not stated)	-1
CCCCn1c(N)c(N(C)C(=O)c2cc3cnn(C(C)C)c3nc2C)c(=O)[nH]c1=O	1
CC(C)(C)OC(=O)N1CCc2c(cnn2CC(=O)O)C1	-8
Cc1cc(NC(=O)CSCC(=O)OCc2cc(=O)n3ccsc3n2)no1	-1
CN(C(=O)COc1ccc(Cl)cc1Cl)C1CCS(=O)(=O)C1 (configuration not stated)	9
COC(=O)NC(=O)CN(C)C1CCC(c2ccccc2)CC1 (configuration not stated)	-7
O=C(O)COc1ccccc1/C=N\NC(=O)c1ccncc1	11
C[C@H](NC(=O)C1(N2Cc3ccc(Nc4ccncc4)nc3C2=O)CC1)c1ccccc1	7
COc1ccc(CCN(C)C(=O)Nc2ccc(Cl)c(C(F)(F)F)c2)cc1OC	6
CCN1CCC(N2CCN(c3ccc(Cl)c(C(=O)O)n3)CC2)CC1	26
COc1cc(-c2nc(CN3CCCC3c3nc4ccccc4s3)c(C)o2)ccc1F (configuration not stated)	-5
COc1ccc(NS(=O)(=O)c2cc(C)ccc2C)cc1OC	-9
COc1ncccc1C(=O)N(C)CC1CCCCO1 (configuration not stated)	-16
Nc1ncnc2c1ncn2C1O[C@H](COP(=O)(O)O)[C@@H](O)[C@H]1O (some centres not stated)	9
Clc1ccc(COc2ccccc2CNc2ncn[nH]2)c(Cl)c1	-39
C=CCN(Cc1ccc(C#N)cc1)S(=O)(=O)CC1CCOCC1	1
Cc1ccc(-n2nnn(CN(Cc3cccs3)C3CCS(=O)(=O)C3)c2=S)c(C)c1 (configuration not stated)	-1
c1nc(SCc2ccc3c(c2)OCO3)c2c3c(sc2n1)CCC3	-1
Cc1ccc(C)c(C=C2SC(N3CCOCC3)=NC2=O)c1	-3
COC(=O)CC1Sc2nncn2N=C1c1cccs1 (configuration not stated)	-8
N#Cc1ccccc1Cn1nnc(-c2ccccc2)n1	-1
Cc1ccc(C=Nc2ccc(F)c(F)c2F)s1	-8
COc1ccc(NC(=O)Nc2nc(CCC(=O)NCCc3ccccc3)cs2)cc1	-4
O=c1ccc2ccc(OS(=O)(=O)c3cccs3)cc2o1	-6
O=c1c2ccccc2nnn1CSc1nc2ccccc2c(=O)n1CC1CCCO1 (configuration not stated)	-6
COc1ccc(Cl)cc1NC(=O)CCSc1n[nH]c(=O)n1C1CC1	-6
COc1ccc(C)cc1C(C)NS(=O)(=O)C1=Cc2ccccc2CC1 (configuration not stated)	3
Cc1ccccc1N1CCN(S(=O)(=O)c2c(C)n[nH]c2C)CC1	-6
Cc1cc(C(=O)CSc2nc3sc4c(c3c(=O)n2C)CCC4)c(C)n1C	-2
COc1ccc(CNC(=O)C(C)N2CCOCC2)cc1OC (configuration not stated)	-12
More entries follow:
SMILES	mcGAS MS inh
O=C(c1cnccn1)N(Cc1ccccn1)CC1CCCO1 (configuration not stated)	-8
O=c1[nH]c(NCCO)nc2c1C1(CCCC1)Cc1ccccc1-2	-1
CN1OCC(S(=O)(=O)NCc2cccnc2)C1c1cccc([N+](=O)[O-])c1 (configuration not stated)	3
Cn1cccc1C(=O)OC1CCC(NC(=O)OCC(F)(F)F)CC1 (configuration not stated)	-3
O=C(NCc1cc(Cl)ccc1OC(F)F)NC1CCC(O)CC1 (configuration not stated)	-8
O=C(Oc1ccc([N+](=O)[O-])cc1)C1CC1c1ccccc1 (configuration not stated)	-7
COc1ccc(NC(=O)CSCc2ccccn2)cc1OC(F)F	-14
CC1(C)CC(=O)C(C2C3=C(CC(C)(C)CC3=O)OC3=C2C(=O)CC(C)(C)C3)C(=O)C1	2
CC(C)NC(=O)NC1CC(=O)N(C(C)(C)C)C1 (configuration not stated)	-2
Cn1cc(C(=O)Nc2ccc(F)c(C(F)(F)F)c2)c2[nH]c(=O)n(-c3ccc(Cl)cc3)c(=O)c21	-27
N#CCN(CC#N)C(=O)COc1cc(Cl)cc(Cl)c1	-8
CN(Cc1ccccc1NS(=O)(=O)c1ccc(S(=O)(=O)N(C)C)cc1)C1CCCCC1	-3
O=C(Nc1ccccc1Cc1ccccc1)C1=COCCO1	-3
COc1ccc(S(=O)(=O)NC(=O)Cc2cccc(C)c2)cc1C	-7
CN1CCC(CN(C)C(=O)c2csc(CCc3ccccc3)n2)C1 (configuration not stated)	-9
Cc1ccc(CN(C(=O)c2cnc3n[nH]c(C)c3c2)C2CC2)cc1	-3
COc1ccc(-c2cc(C)cnc2-n2cnnc2)cn1	-30
CN(Cc1cc(Br)cs1)C1CCN(c2ccc(C#N)cc2)C1=O (configuration not stated)	-5
COc1cc(Cl)ccc1CNS(=O)(=O)N(C)C	6
FC(F)(F)c1nc(Nc2ccc3c(c2)OCCCO3)c2ccccc2n1	0
Cc1ccccc1-n1ncc(C(C)NC(=O)CCc2c[nH]c3ccccc23)c1C (configuration not stated)	-2
CCOC(=O)C1CCCN(C(=O)CCC2(Cc3cccs3)CCC(=O)N2)C1 (configuration not stated)	-11
COC(=O)c1cc(NCc2c(F)cccc2Cl)ccc1N1CCOCC1	22
O=C1C2C3c4ccccc4C(c4ccccc43)C2C(=O)N1CCN1CCCCC1 (configuration not stated)	-4
CNC(=O)NC(=O)C(C)NCC1(c2cccc(OC)c2)CCCC1 (configuration not stated)	-3
COc1ccc(C(=O)n2c(SC)nc3cc4c(cc32)OCCO4)cc1	-7
Cc1nc2ccc(CC(=O)N3Cc4cnc(CC(C)C)nc4C3)cc2[nH]1	-56
CC1C(=O)N(c2cccc(Br)c2)CCN1Cc1ccc(F)cc1F (configuration not stated)	5
CCC1CN(Cc2ncccc2F)CCN1C(C)C (configuration not stated)	-39
CC(=O)c1c(C)[nH]c(C(=O)C(C)Sc2nnc3n2CCCCC3)c1C (configuration not stated)	-4
COC(=O)C1Cc2nc[nH]c2CN1C(=O)c1oc2cc(OC)ccc2c1C (configuration not stated)	-9
CCOC(C)c1noc(CN2CCCC2c2ncc(-c3ccccc3C(F)(F)F)[nH]2)n1 (configuration not stated)	-5
CNCCC=C1c2ccccc2CCc2ccccc21	-10&-2
Cc1nc2c(n1C1CCCCC1)C(=O)c1ccccc1C2=O	-5
COc1cccc2cc(C(=O)N3CCN(S(C)(=O)=O)CC3)oc12	-4
COCCN1CC2=C(C1=O)C(c1ccc(Cl)c(Cl)c1)NC(=O)N2 (configuration not stated)	0
CC1Cc2ccccc2N1C(=O)NC(c1nccs1)C1CC1 (configuration not stated)	2
NC(Cc1ccccc1F)Cc1ccccc1F	-20
COC(=O)c1cc(CNc2cccc(C)c2C(N)=O)c(C)s1	6
COc1ccc(C)c2sc(N(CCN3CCOCC3)C(=O)C3CCCCC3)nc12	-8
CCNc1ccnc(-c2ccc(C(C)N3CCOCC3)cc2)n1 (configuration not stated)	-14
C=C(Nc1ccccc1C(=O)OC)c1c(C)[nH]n(-c2nc3ccccc3s2)c1=O	-7
Cc1cc(C(=O)NNC(=O)CN2C(=O)NC(C)(C)C2=O)c(C)o1	-14
Cc1ccc(C2=Nc3ncnn3C(c3ccccc3)C2)cc1 (configuration not stated)	-10
Cc1nc(-c2ccccc2)sc1C(=O)Nc1c(C)nc2ccc(Cl)cn2c1=O	-7
CC(C)(C)n1ccc2c(cnc3nc(-c4ccccc4)nn32)c1=O	1
CN(Cc1ccccn1)c1cc(C(F)(F)F)nc(-c2ccccn2)n1	-17
CCn1c(C2CCCN(C(=O)c3cc4c(nc3OC)CCC4)C2)n[nH]c1=O (configuration not stated)	-10
COc1cccc(CNC(=O)Cn2nc(C)cc2C)c1	-6
COc1ccc(-c2coc3cc(OC)cc(OC)c3c2=O)cc1	2
The results go on:
SMILES	mcGAS MS inh
CC(=O)Nc1c(C)nc2cc(C)ccn2c1=O	2
O=C(Cc1c[nH]c2ccc(Cl)cc12)NCC1(O)CCSC1 (configuration not stated)	-2
Cc1nc2ncc(-c3cc(NCCN(C)C)nc4[nH]ccc34)cc2[nH]1	-12
CC(C)C(CO)NC(=O)CC(=O)NC(CO)C(C)C (configuration not stated)	-5
CSc1ccc(C2CC(c3ccc(Cl)cc3)=Nc3ncnn32)cc1 (configuration not stated)	1
COc1ccc(CCNC(=O)N2CCN(C(=O)C34CC5CC(CC(C5)C3)C4)CC2)cc1OC	1
COc1ccc(NC(=O)CN2CC3CCC(C)(C2)C3(C)C)cc1 (configuration not stated)	-6
O=c1c2cnc(N3CCCCC3)nc2ccn1CCN1CCOCC1	-7
CNC(=O)C1CCCCN1C(=O)c1ccc(C)cc1C (configuration not stated)	25
c1ccc(-c2ncc(Cn3ccnc3-c3ccccn3)s2)cc1	-12
Cn1nc([N+](=O)[O-])c(C(C#N)c2ccccn2)c(Cl)c1=O (configuration not stated)	-10
FC(F)(F)c1ccccc1C1NCCS1 (configuration not stated)	-7
CC(C)c1ccc(CC(=O)N2CCC2(C)C(=O)NS(=O)(=O)c2cccc(Cl)c2)cc1 (configuration not stated)	-14
O=C(Nc1cnc2n1CCCC2)c1ccc(Cn2cccn2)o1	-10
CCC(C)(C)NS(=O)(=O)c1ccccc1C(F)(F)F	-9
CCc1[nH]c2c(CNCc3ccc4nonc4c3)cc(F)cc2c1C	-10
O=[N+]([O-])c1ccccc1S(=O)(=O)n1cnc2ccccc21	0
CCCCCCCCCCCCS(=O)(=O)CC(C)C(N)=O (configuration not stated)	-15
C=CCn1nc(C(=O)O)c2c1CCC(NCc1c(F)cccc1Cl)C2 (configuration not stated)	18
O=C1C2C=NN=C2N=C(SCc2cn3cccnc3n2)N1c1ccccc1 (configuration not stated)	-2
CCCCC1=NN2CCS(=O)(=O)N=C2S1	-9

In the list so far, these contain a Cl atom.
SMILES	mcGAS MS inh
CC(C)(CO)Nc1nc(Cl)nc(NC2CCCCC2)n1	-10
NC(=O)CCc1nnc(SCc2ccc(F)cc2Cl)n1C1CC1	-8
CN(C(=O)COc1ccc(Cl)cc1Cl)C1CCS(=O)(=O)C1 (configuration not stated)	9
COc1ccc(CCN(C)C(=O)Nc2ccc(Cl)c(C(F)(F)F)c2)cc1OC	6
CCN1CCC(N2CCN(c3ccc(Cl)c(C(=O)O)n3)CC2)CC1	26
Clc1ccc(COc2ccccc2CNc2ncn[nH]2)c(Cl)c1	-39
COc1ccc(Cl)cc1NC(=O)CCSc1n[nH]c(=O)n1C1CC1	-6
O=C(NCc1cc(Cl)ccc1OC(F)F)NC1CCC(O)CC1 (configuration not stated)	-8
Cn1cc(C(=O)Nc2ccc(F)c(C(F)(F)F)c2)c2[nH]c(=O)n(-c3ccc(Cl)cc3)c(=O)c21	-27
N#CCN(CC#N)C(=O)COc1cc(Cl)cc(Cl)c1	-8
COc1cc(Cl)ccc1CNS(=O)(=O)N(C)C	6
COC(=O)c1cc(NCc2c(F)cccc2Cl)ccc1N1CCOCC1	22
COCCN1CC2=C(C1=O)C(c1ccc(Cl)c(Cl)c1)NC(=O)N2 (configuration not stated)	0
Cc1nc(-c2ccccc2)sc1C(=O)Nc1c(C)nc2ccc(Cl)cn2c1=O	-7
O=C(Cc1c[nH]c2ccc(Cl)cc12)NCC1(O)CCSC1 (configuration not stated)	-2
CSc1ccc(C2CC(c3ccc(Cl)cc3)=Nc3ncnn32)cc1 (configuration not stated)	1
Cn1nc([N+](=O)[O-])c(C(C#N)c2ccccn2)c(Cl)c1=O (configuration not stated)	-10
CC(C)c1ccc(CC(=O)N2CCC2(C)C(=O)NS(=O)(=O)c2cccc(Cl)c2)cc1 (configuration not stated)	-14
C=CCn1nc(C(=O)O)c2c1CCC(NCc1c(F)cccc1Cl)C2 (configuration not stated)	18
